CD40 NFkB inh = CD40 pathway inhibition in BL2 cells; BL2 NF-kB luciferase reporter, CD40L-induced, 4 h; inhibition, % at 10 µM; actives 0.94% (n = 83,000);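 active = mean inhibition of at least 50% with a set share of replicates also reaching that level; inconclusive = no clear call, values can overlap the other calls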;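 also: 0% = neutral control wells and 100% = IKK inhibitor VII at 50 µM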
* marks the source's active call; other numbers are inactive results; [ ] = remark or other dose. This is a subset; the hit share may differ from the screen's.

What do the screens show for `CC(C(=O)NCC(=O)Nc1ccc(F)c(F)c1F)N1CCN(c2ccc(O)cc2)CC1` (stereo unspecified)?
CD40 NFkB inh: 5

How did COc1ccccc1NC(=O)c1nnn(Cc2ccccc2)c1NC(C)=O do in these assays?
CD40 NFkB inh: 11

What do the screens show for `CC(=O)N1CCN(c2ccc(Oc3ncnc4sccc34)cc2)CC1`?
CD40 NFkB inh: 14

Results for COc1cc(/C=N/NC(=O)c2ccncc2)ccc1OC(=O)c1ccco1 ?
CD40 NFkB inh: 9

How did C[C@@H]1CCCCO[C@@H](CN(C)S(=O)(=O)c2cn(C)cn2)[C@H](C)CN([C@H](C)CO)C(=O)c2cc(NC(=O)Nc3cccc4ccccc34)ccc2O1 do in these assays?
CD40 NFkB inh: -5[25 µM]

How did CC(=O)c1ccc(S(=O)(=O)Nc2c(C)nn(C)c2C)cc1 do in these assays?
CD40 NFkB inh: 5

What do the screens show for `N#Cc1ccccc1OCC(=O)Nc1ccc2c(c1)OCCCO2`?
CD40 NFkB inh: -57

How did COC(=O)CCC(=O)c1oc2ccccc2c1N do in these assays?
CD40 NFkB inh: -22

Results for Cc1nc2c(OCc3ccccc3)cccn2c1CC#N ?
CD40 NFkB inh: -9[25 µM]

How did CN1CCN(c2ccccc2NC(=O)c2sc3ccccc3c2Cl)CC1 do in these assays?
CD40 NFkB inh: -19

How did CN(C)C(=O)c1cccc(-c2ccc3c(c2)[C@@H]2[C@@H](CCN2C(=O)Cc2ccccc2)[C@H](CO)N3)c1 do in these assays?
CD40 NFkB inh: -18[25 µM]

What do the screens show for `CCN1C(=O)C(CC(=O)Nc2ccc(OC)cc2)N(CCc2ccc(F)cc2)C1=S` (stereo unspecified)?
CD40 NFkB inh: inconclusive

Results for CN(C)S(=O)(=O)c1ccc(Cl)c(C(=O)OCC(=O)c2ccco2)c1 ?
CD40 NFkB inh: 3

What do the screens show for `CC(=O)c1cccc(NC(=O)C2C3C=CC(C3)C2C(=O)O)c1` (stereo unspecified)?
CD40 NFkB inh: -8

What do the screens show for `CCOc1ccc(N(CC(=O)NCCc2ccc(Cl)cc2)S(=O)(=O)c2c(C)[nH]c(=O)[nH]c2=O)cc1`?
CD40 NFkB inh: 3

What do the screens show for `O=C(c1ccco1)N1CCCN(Cc2nc(-c3ccc4c(c3)OCO4)no2)CC1`?
CD40 NFkB inh: 8

How did CCCCN(CC)Cc1ccc(CNC(=O)Nc2ccccc2)o1 do in these assays?
CD40 NFkB inh: 28

Results for COc1ccc(CC(=O)OCC(=O)N(CC(C)C)c2c(N)n(Cc3ccccc3)c(=O)[nH]c2=O)cc1 ?
CD40 NFkB inh: 3

What do the screens show for `Cc1nc2ccc(NC(=O)c3cccc(S(=O)(=O)N4CCOCC4)c3)cc2s1`?
CD40 NFkB inh: 8

What do the screens show for `Cc1cc(C)n2ncc(C(=O)Nc3ccc4c(c3)OCO4)c2n1`?
CD40 NFkB inh: -11

Results for Cn1c(C(=O)NCCCN2CCOCC2)cc2c(=O)n(C)c3ccccc3c21 ?
CD40 NFkB inh: 2

What do the screens show for `O=C(Nc1ccc(OCC(=O)N2CCC(Cc3ccccc3)CC2)cc1)c1ccco1`?
CD40 NFkB inh: -7

What do the screens show for `CCCN(C(=O)CSc1ncccn1)C1CCS(=O)(=O)C1` (stereo unspecified)?
CD40 NFkB inh: 6

Results for O=C(NCCCN1CCOCC1)C1CCCN(S(=O)(=O)N2CCCCC2)C1 (stereo unspecified) ?
CD40 NFkB inh: 2

Results for Cc1nnc(NC(=O)CSc2nnc(NC(=O)C(C)(C)C)s2)s1 ?
CD40 NFkB inh: 8

What do the screens show for `CO[C@@H]1CC[C@H]2CCOc3c(C#N)cccc3C(=O)N(C)C[C@@H](c3ccccc3)CC(=O)N(C)C[C@@H]1O2`?
CD40 NFkB inh: -11[25 µM]

What do the screens show for `O=C1CSC(=Nc2ccc(Cl)cc2)N1Cc1cccnc1`?
CD40 NFkB inh: 4

What do the screens show for `Cc1ccc(NC(=O)C2CCN(S(=O)(=O)c3cccc4nonc34)CC2)nc1`?
CD40 NFkB inh: 9

Results for CCN(CC)CCCN1C(=O)C(=O)/C(=C(/O)c2ccc3c(c2)OCCO3)C1c1ccc(C)o1 (stereo unspecified) ?
CD40 NFkB inh: 2

What do the screens show for `O=C(Nc1cccc(-c2cn3ccccc3n2)c1)c1ccccc1`?
CD40 NFkB inh: -76

How did O=C(c1ccccc1F)N1CC(=O)N2[C@H](CO)[C@@H](c3ccc(C#Cc4ccccc4)cc3)[C@@H]2C1 do in these assays?
CD40 NFkB inh: -3[25 µM]

Results for COc1ccc(CNC(=O)COC(=O)c2ccccc2C(=O)c2ccccc2)cc1 ?
CD40 NFkB inh: -1

What do the screens show for `NCC[C@H]1CC[C@H](NC(=O)NC2CCCCC2)[C@@H](CO)O1`?
CD40 NFkB inh: -4[25 µM]

What do the screens show for `CC(C)c1nnc(NC(=O)CSc2nnc(NC(=O)c3c(F)cccc3F)s2)s1`?
CD40 NFkB inh: 1

What do the screens show for `O=C(NCC(c1ccco1)N1CCCC1)c1cccc(NS(=O)(=O)c2ccc(Br)cc2)c1` (stereo unspecified)?
CD40 NFkB inh: 5

How did CC(C)NC(=O)N1CC[C@H]2[C@@H]1c1cc(Br)ccc1N(C)[C@H]2CO do in these assays?
CD40 NFkB inh: -16[25 µM]

What do the screens show for `CN(Cc1cn(C)nc1-c1ccc(Oc2ccccc2)cc1)C1CCOC1` (stereo unspecified)?
CD40 NFkB inh: 0

How did Cc1ccc2c(C)nc(N/C(N)=N/S(=O)(=O)c3ccccc3)nc2c1 do in these assays?
CD40 NFkB inh: 11

Results for Cc1ccc(SCC(=O)O/N=C(\N)c2ccc([N+](=O)[O-])cc2)cc1 ?
CD40 NFkB inh: 4

What do the screens show for `CC(=O)Nc1ccc2c(c1)OCCO2`?
CD40 NFkB inh: 4

How did Cc1cc(C)n(C(=O)/C(C#N)=N\Nc2ccccc2[N+](=O)[O-])n1 do in these assays?
CD40 NFkB inh: 11

Results for N#C[C@H]1[C@H](c2ccccc2-c2cccc(F)c2)[C@@H](CO)N1C(=O)Cc1cccnc1 ?
CD40 NFkB inh: -17[25 µM]

What do the screens show for `O=C(O)c1ccc2c(c1)C1C=CCC1C(c1ccncc1)N2` (stereo unspecified)?
CD40 NFkB inh: -6

Results for Cc1cc(C(=O)OCC(=O)Nc2ncc(C(F)(F)F)cc2Cl)c(C)o1 ?
CD40 NFkB inh: 8

How did C[C@H]1CN([C@@H](C)CO)C(=O)c2ccccc2-c2ccccc2CO[C@@H]1CN(C)C(=O)Nc1ccccc1C(F)(F)F do in these assays?
CD40 NFkB inh: -2[25 µM]

What do the screens show for `Cc1ccccc1S(=O)(=O)N(C)C[C@@H]1OCc2ccccc2-c2ccccc2C(=O)N([C@@H](C)CO)C[C@@H]1C`?
CD40 NFkB inh: 1

Results for Cc1ccc(OC(=O)c2ccc(S(=O)(=O)N(C)C)cc2)c(-n2nc3ccccc3n2)c1 ?
CD40 NFkB inh: -88

Results for Cc1noc(C)c1COc1ccc(CC(=O)NCCc2ccccn2)cc1 ?
CD40 NFkB inh: -1

How did O=[N+]([O-])c1cccc(OCCCN2CCC(Cc3ccccc3)CC2)c1 do in these assays?
CD40 NFkB inh: 10

What do the screens show for `NS(=O)(=O)c1cc(C(=O)OCC(=O)Nc2ccc3c(c2)OCO3)ccc1Cl`?
CD40 NFkB inh: 7

Results for OC[C@@H]1[C@@H](c2ccc(-c3ccccc3F)cc2)[C@@H]2CN(Cc3cccnc3)CCCCN12 ?
CD40 NFkB inh: -14[25 µM]

What do the screens show for `CC(C)C(=O)Nc1ccc2c(c1)C(=O)N(C)[C@@H]1CC[C@H](CC(=O)NCCc3ccccc3)O[C@H]1CO2`?
CD40 NFkB inh: -10[25 µM]

What do the screens show for `O=C(CCNS(=O)(=O)c1ccccc1)NNC(=O)c1csc(N2CCOCC2)n1`?
CD40 NFkB inh: 3

Results for COc1ccccc1N(CC(=O)N1CCCCC1)S(=O)(=O)c1ccccc1 ?
CD40 NFkB inh: -1

Results for CCCn1c(SCC(=O)Nc2ccc3c(c2)OCCO3)n[nH]c1=O ?
CD40 NFkB inh: -2

How did O=C(C[C@H]1CC[C@@H]2[C@H](COC[C@H](O)CN2Cc2ccc(F)cc2)O1)NCCc1ccccc1 do in these assays?
CD40 NFkB inh: 4[25 µM]

How did c1ccc(CCNc2ncnc3sccc23)nc1 do in these assays?
CD40 NFkB inh: -63

Results for O=C(C[C@H]1CC[C@H](NC(=O)C2CC2)[C@H](CO)O1)Nc1ccccc1 ?
CD40 NFkB inh: 6[25 µM]

How did CC(C(=O)Nc1ccc2c(c1)OCCO2)n1nnc(-c2ccccc2)n1 (stereo unspecified) do in these assays?
CD40 NFkB inh: 9

What do the screens show for `Cc1cc(NCCN2CCOCC2)n2nc(C)c(-c3ccccc3)c2n1`?
CD40 NFkB inh: 1

What do the screens show for `C[C@H]1CN([C@@H](C)CO)S(=O)(=O)c2ccc(-c3ccc(F)cc3)cc2O[C@@H]1CN(C)Cc1ccccc1C(=O)O`?
CD40 NFkB inh: -4[25 µM]

How did CC(C)CC(=O)Nc1ccccc1N1CCN(c2ccc(F)cc2)CC1 do in these assays?
CD40 NFkB inh: 1

Results for CC1C(=O)N2CCCc3cc(S(=O)(=O)NCc4ccc(F)cc4)cc1c32 (stereo unspecified) ?
CD40 NFkB inh: 9

How did CC(=O)N/C(=C\c1ccccc1)C(=O)OCC(=O)Nc1cc(S(=O)(=O)N(C)C)ccc1C do in these assays?
CD40 NFkB inh: 9

Results for OCCC1CN(Cc2cnc(N3CCOCC3)s2)CCN1C1CCCC1 (stereo unspecified) ?
CD40 NFkB inh: 2

Results for CCCCn1c(N)c(N(CCOC)C(=O)CCS(=O)(=O)c2ccc(C)cc2)c(=O)[nH]c1=O ?
CD40 NFkB inh: 8

What do the screens show for `COc1cc(S(=O)(=O)Nc2ccccc2N2CCCCC2)ccc1NC(C)=O`?
CD40 NFkB inh: -2

How did CCc1nnc(NC(=O)CCC(=O)N2CCCC2)s1 do in these assays?
CD40 NFkB inh: 3

Results for c1ccc2c3c([nH]c2c1)C(C1CCCCC1)N(Cc1ncc[nH]1)CC3 (stereo unspecified) ?
CD40 NFkB inh: 10

How did CCOc1ccc(NC(=O)CN(C)C(=O)Cn2cnc3c2c(=O)n(C)c(=O)n3C)cc1OCC do in these assays?
CD40 NFkB inh: 3

Results for Cc1ccn2cc(CCNC(=O)CC3CCCCC3)nc2c1 ?
CD40 NFkB inh: -8

Results for CC(=O)NC[C@H]1[C@@H](c2ccc(C#CC(C)C)cc2)[C@@H](CO)N1Cc1ccccn1 ?
CD40 NFkB inh: 4[25 µM]

Results for CCc1noc(C)c1C(=O)Nc1ccc(Cl)c(S(=O)(=O)N2CCCCC2)c1 ?
CD40 NFkB inh: 24

How did CSc1ncccc1C(=O)NC(C)C1CC2CCC1C2 (stereo unspecified) do in these assays?
CD40 NFkB inh: 12

What do the screens show for `Cn1c(SCC(=O)NN2C(=O)NC(C)(c3ccccc3)C2=O)nnc1-c1ccncc1` (stereo unspecified)?
CD40 NFkB inh: 4

What do the screens show for `Cc1ccc(C2=NN(CC(=O)O)C(=O)CC2)cc1`?
CD40 NFkB inh: 4

How did CC(C)N(C(=O)COC(=O)c1cc(Cl)cc(Cl)c1N)C(C)C do in these assays?
CD40 NFkB inh: 16

What do the screens show for `O=C(COc1ccc(S(=O)(=O)N2CCCCC2)cc1)N1CCCC1`?
CD40 NFkB inh: -9

Results for C[C@H]1CN([C@@H](C)CO)C(=O)c2ccccc2-c2ccccc2CO[C@H]1CN(C)S(=O)(=O)c1ccccc1F ?
CD40 NFkB inh: 5

What do the screens show for `C[C@H]1CN([C@@H](C)CO)C(=O)CCCn2nncc2CO[C@@H]1CN(C)S(=O)(=O)c1cccs1`?
CD40 NFkB inh: 3[25 µM]

Results for Cc1ccc(C(=O)Nc2cccnc2)cc1S(=O)(=O)N1CCCC1 ?
CD40 NFkB inh: 10

Results for O=C(COC(=O)CCc1ccccc1)Nc1cc(S(=O)(=O)N2CCOCC2)ccc1N1CCCC1 ?
CD40 NFkB inh: 3

Results for CN(C)C(=O)c1cccc(-c2ccc([C@H]3[C@H](C#N)N(C(=O)C4CCC4)[C@H]3CO)cc2)c1 ?
CD40 NFkB inh: -12

Results for COc1ccccc1NC(=O)CN(Cc1ccco1)C(=O)c1cccs1 ?
CD40 NFkB inh: 5

Grouped by structure: the entries above with a furan ring, fused or not
Results for COc1cc(/C=N/NC(=O)c2ccncc2)ccc1OC(=O)c1ccco1 ?
CD40 NFkB inh: 9

How did COC(=O)CCC(=O)c1oc2ccccc2c1N do in these assays?
CD40 NFkB inh: -22

Results for CN(C)S(=O)(=O)c1ccc(Cl)c(C(=O)OCC(=O)c2ccco2)c1 ?
CD40 NFkB inh: 3

What do the screens show for `O=C(c1ccco1)N1CCCN(Cc2nc(-c3ccc4c(c3)OCO4)no2)CC1`?
CD40 NFkB inh: 8

How did CCCCN(CC)Cc1ccc(CNC(=O)Nc2ccccc2)o1 do in these assays?
CD40 NFkB inh: 28

What do the screens show for `O=C(Nc1ccc(OCC(=O)N2CCC(Cc3ccccc3)CC2)cc1)c1ccco1`?
CD40 NFkB inh: -7

Results for CCN(CC)CCCN1C(=O)C(=O)/C(=C(/O)c2ccc3c(c2)OCCO3)C1c1ccc(C)o1 (stereo unspecified) ?
CD40 NFkB inh: 2

What do the screens show for `O=C(NCC(c1ccco1)N1CCCC1)c1cccc(NS(=O)(=O)c2ccc(Br)cc2)c1` (stereo unspecified)?
CD40 NFkB inh: 5

Results for Cc1cc(C(=O)OCC(=O)Nc2ncc(C(F)(F)F)cc2Cl)c(C)o1 ?
CD40 NFkB inh: 8

Results for COc1ccccc1NC(=O)CN(Cc1ccco1)C(=O)c1cccs1 ?
CD40 NFkB inh: 5
